High-throughput results deposited in PubChem by Broad Institute.
PGC1a acetyl inh – PGC1a acetylation modulation, inhibitor mode. inhibition, % at 15.6 µM. U2OS PGC1a acetylation, AlphaScreen anti-acetyl-lysine; with virally co-expressed GCN5 acetyltransferase. hit rate 0.17% among 350,000;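 active = every replicate shows inhibition of at least 40%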;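 also: 0% = neutral control wells and 100% = positive control wells; some results beyond the cut were filed as inactive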
XiGFP reactiv – X-chromosome reactivation activator. activation, % at 7.58 µM. hit rate 0.055% among 360,000. XiGFP mouse fibroblasts, % GFP-positive cells imaging, 3 d; cells co-treated with 5-aza-dC sensitizer; scaled so ellipticine positive control = 100%;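 active = mean normalized replicate activation at least 10% and every replicate at or above 10%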;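 also: 0% = median of on-plate neutral control wells and 100% = ellipticine 6 µM median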
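Material: SV40-immortalized XiGFP fibroblast cells, line 68-5-11 | Buffer or medium: DMEM containing 5-aza-dC | Dosing: One concentration, pinned | Times: 3 d treatment, 15 min room-temperature fixation | Controls: Ellipticine 6 µM positive control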
SIRT5 block – sirtuin-5 (human) deacylase inhibition. hit rate 1.1% among 330,000. Purified SirT5, succinyl-peptide AMC, trypsin-coupled fluorescence. Q9NXA8. inhibition, % at 15 µM; in the data active = inhibition above about 15%
Target sequence (Q9NXA8 whole entry, looked up): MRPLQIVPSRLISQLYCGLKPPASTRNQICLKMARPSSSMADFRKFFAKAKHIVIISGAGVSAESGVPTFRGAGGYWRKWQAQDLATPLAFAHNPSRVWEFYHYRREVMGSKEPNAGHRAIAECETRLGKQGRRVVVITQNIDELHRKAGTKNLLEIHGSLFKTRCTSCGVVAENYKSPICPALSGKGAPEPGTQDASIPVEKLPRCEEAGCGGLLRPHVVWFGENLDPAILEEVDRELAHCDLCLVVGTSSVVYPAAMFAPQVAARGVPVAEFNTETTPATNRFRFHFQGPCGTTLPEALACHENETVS
ERAP1 HTS inh – inhibitors of human ERAP1 aminopeptidase; recombinant ERAP1, Leu-AMC fluorescence, 60 min; Q9NZ08; hit rate 0.15% among 340,000; inhibition, % at 10.7 µM;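 active = mean replicate inhibition of at least 30%, or all replicates individually reaching that 30% level; inactive = mean below 30% and not every replicate reaching it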;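 also: 0% = neutral control wells and 100% = L-leucinethiol positive control wells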
C2C12 statin – protects C2C12 myotubes from simvastatin toxicity. ATP luminescence, 48 h; scaled: DMSO 0, geranylgeraniol control 100. rescue of ATP level, % at 7.49 µM. hit rate 0.78% among 330,000. AID 602340;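 active = mean ATP rescue above about 67%, or every replicate alone reaching that limit, limit read from the data, passing the limit was not always enough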;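 also: myotubes were challenged with 10 µM simvastatin during compound exposure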
LGR2 antag – blocks bursicon-induced cAMP signaling via Drosophila LGR2; HEK293 LGR2, CRE-luciferase, bursicon-stimulated, 4 h; inhibition, % at 9.99 µM; hit rate 0.35% among 380,000; AID 720647;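 active = drop in luminescence signal, shown as inhibition above about 50% in the replicate tests, limit read from the data, passing the limit was not always enough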;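 also: agonist challenge used bursicon conditioned medium at about half maximal strength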
S100A4 MyoIIA – inhibitors of human S100A4 binding to myosin IIA peptide; P26447; S100A4/TAMRA-MyoIIA peptide fluorescence polarization; inhibition, % at 10.7 µM; hit rate 0.14% among 360,000; AID 652163;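 active = mean inhibition of at least 70% across replicates, with every replicate also reaching that level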
Target sequence (P26447 whole entry, looked up): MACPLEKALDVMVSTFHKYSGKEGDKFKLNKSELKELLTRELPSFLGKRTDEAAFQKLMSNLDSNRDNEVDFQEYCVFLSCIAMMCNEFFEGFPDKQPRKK
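Test system: S100A4 monomer protein. Medium: HEPES buffer with Ca2+, pH 7.2. Reagent: fluorescent myosin IIA peptide, 5 nM. Compound dosing: single-point compound testing. Timing: 5 min between mix addition and reading. Benchmarks: DMSO neutral and TFP positive wells.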
Cneo AK release – Cryptococcus neoformans lysis via adenylate kinase release. lysis activity, % at 15 µM. hit rate 0.2% among 360,000. C. neoformans lysis, adenylate kinase release luminescence, 4 h; normalised: neutral wells 0, clomiphene wells 100. AID 651654;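 active = mean lysis activity across replicates of at least 80%, whatever share of replicates individually reach that level; inactive = mean lysis activity below 80%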
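Assay system: log-phase C. neoformans yeast / Quantity: yeast cell density of 5 × 10^6 cells/mL / Medium: fresh YPD growth medium / Compound: single dose / Timing: static 4 h at 37 °C with compound, 1 h detection / Measured by: adenylate kinase release luminescence / Read-out: lysis from increased AK signal / Benchmarks: Clomiphene as positive lysis control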
The depositor's hits bear a star; / = not tested or not shown.

mol,PGC1a acetyl inh,XiGFP reactiv,SIRT5 block,ERAP1 HTS inh,C2C12 statin,LGR2 antag,S100A4 MyoIIA,Cneo AK release
O=C(Nc1ccccc1N1CCOCC1)c1cc(=O)[nH]c2ccccc12,1,0.0,0,0,0,-18,-5,2
COC(=O)COc1ccc(NS(=O)(=O)c2cccc([N+](=O)[O-])c2)cc1,-1,0.0,-2,5,/,13,-3,/
N/C(=N\N=C\c1ccco1)SC1CC(=O)N(c2ccc(C(=O)O)cc2)C1=O (configuration not stated),/,0.1,4,3,/,-1,-4,/
COc1ccccc1NC(=O)Nc1ccc2c(c1)OC[C@H](C)NC[C@@H](C)[C@H](OC)CN(C)C2=O,-10,0.0,-3,/,-2,6,-13,-1
O=C(NC1CCCC1)c1ccc2c(c1)N(Cc1ccccc1)CCS2,-7,0.0,-5,-3,-21,8,-2,-1
CCOC(=O)N1CCN(C(=O)CSc2nnc(-c3c[nH]c4ccccc34)n2CCOC)CC1,-18,/,/,/,-3,0,/,-4
O=C(CSc1nnnn1C1CCCC1)N1CCCCC1,/,0.4,-5,3,-3,-21,-1,0
COCCN(C(=O)c1ccc(N2CCCC2=O)cc1)c1c(N)n(CC(C)C)c(=O)[nH]c1=O,1,0.0,-5,3,-5,2,5,0
CN1CCN(C(=O)[C@@H]2[C@@H](CO)[C@@H]3Cn4c(cccc4=O)[C@@H]3N2Cc2ccccc2F)CC1,/,0.1,-5,-1,24,-13,-1,-5
Clc1ccc(-c2nnc(-c3ccc(Br)o3)o2)c(Cl)c1,2,/,/,/,22,-48,/,-3
CCOC(=O)[C@]12CCC=C1N(Cc1ccccc1)C(=O)[C@H](CC(=O)NCCCCc1ccccc1)C2,/,-0.1,2,-2,/,14,-1,/
COc1ccccc1CCNC(=O)c1ccc2nc[nH]c2c1,-6,0.4,-1,3,-4,8,-19,-2
Cc1cccc(CS(=O)(=O)Cc2ccc(C(=O)NC3CCCC3)o2)c1,-1,0.1,-2,1,2,0,-2,0
CSCCC(C(=O)NC1CCCC1)n1c(-c2ccncc2)nc2ccccc21 (configuration not stated),/,0.0,-1,/,/,-19,1,/
COc1cccc(C(C(=O)NCC2CCCO2)N(C(=O)Cn2nnc3ccccc32)c2ccc(NC(C)=O)cc2)c1OC (configuration not stated),/,0.7,-3,0,-6,2,-4,/
CCOCCn1cnc2sc(C(=O)NCCCN3CCOCC3)c(C)c2c1=O,7,0.3,3,-2,10,-5,4,2
COC(=O)CCCCCCC(=O)Nc1ccc(C2OC(CSc3nc(-c4ccccc4)c(-c4ccccc4)o3)CC(c3ccc([N+](=O)[O-])cc3)O2)cc1 (configuration not stated),3,/,6,2,/,/,3,-2
NC(=O)C1CCCN(Cc2ccc(Cl)cc2)C1 (configuration not stated),-5,/,/,/,18,-8,/,3
CCc1ccc(C(=O)C(C)OC(=O)CNS(=O)(=O)c2ccc(C)cc2)cc1 (configuration not stated),/,0.1,0,-1,-10,1,-1,2
C[C@H](CO)N1C[C@H](C)[C@H](CN(C)Cc2ccccn2)Oc2cc(C3=CCCCC3)ccc2S1(=O)=O,-18,-0.2,-10,3,1,5,11,-4
COc1ccc(S(=O)(=O)N2CCN(Cc3ccc(OC)c(OC)c3)CC2)cc1,-11,0.2,-1,1,-2,4,1,-1
O=C1c2ccccc2S(=O)(=O)N1Cc1ccccc1[N+](=O)[O-],/,0.2,/,2,-17,-1,-2,-1
COc1ccc(C(C)(C)C)cc1NC(=O)CCCN1C(=O)CN(C)C1=O,-13,0.0,-7,-3,8,12,-1,-1
Cc1ccc(-n2c(SCC(=O)NCc3ccco3)nc3c(sc4ccccc43)c2=O)cc1,/,-0.1,3,2,/,23,20,-1
C[C@H](CO)N1C[C@H](C)[C@@H](CN(C)C(=O)Nc2ccccc2)OCCCC[C@H](C)Oc2ccc(NS(=O)(=O)c3ccc(Cl)cc3)cc2C1=O,-14,0.0,2,1,/,5,-2,0
O=C1NCCCC1C(=O)N/N=C/c1ccc(Cl)cc1 (configuration not stated),/,0.5,1,5,/,-9,-4,/
COC(=O)c1ccc(NC(=S)NCCCN2CCCC2=O)cc1,-4,0.0,1,0,-3,11,-2,-3
CC(=O)Nc1ccc(C2=NOC(C)(C)C(=O)N2Cc2cccc(C#N)c2)cc1,/,0.0,/,/,-10,2,2,-2
Cc1ccccc1OCC(=O)N1N=C(c2cccnc2)CC1(O)C(F)(F)F (configuration not stated),/,0.2,0,0,/,-14,-1,6
CN(C)C(=O)c1ccc(-c2ccc([C@@H]3[C@@H](CO)N(C(=O)C4CCC4)[C@H]3C#N)cc2)cc1,-5,-0.1,1,-2,7,6,-2,-9

New compounds follow:
mol,PGC1a acetyl inh,XiGFP reactiv,SIRT5 block,ERAP1 HTS inh,C2C12 statin,LGR2 antag,S100A4 MyoIIA,Cneo AK release
CCOC(=O)c1ccc(NC(=O)CSc2nc(C)nc3c2c(=O)n(C)c(=O)n3C)cc1,/,0.1,-3,1,5,-8,4,4
O=C(C1CC1)N1CCCCN2[C@@H](CO)[C@@H](c3ccc(C#CC4(O)CCCC4)cc3)[C@@H]2C1,4,/,/,0,/,/,-11,-1
CC(=O)c1cccc(OCc2cc(C(=O)N(C)CCc3cnn(C)c3)no2)c1,-2,0.0,1,-1,/,-6,-1,1
c1ccc(C2(CN3CCNC[C@@H]3CC3CCCCC3)CC2)cc1,-5,0.0,/,0,-11,-11,-1,0
CCc1ccccc1Nc1nc(N)nc(COC(=O)CCNS(=O)(=O)c2ccccc2)n1,11,-0.1,-1,-1,/,-4,-3,/
C[C@@H]1CN([C@@H](C)CO)C(=O)CCCn2cc(nn2)CO[C@@H]1CN(C)C(=O)Nc1cccc(Oc2ccccn2)c1,-1,-0.5,0,-2,-9,13,5,-20
COc1cc2c(cc1OC)CN(C(=O)c1cc(S(=O)(=O)N3CCOCC3)ccc1C)CC2,/,-0.1,-3,0,-15,7,-2,/
O=C(O)CCc1ccc(-c2cccs2)n1NC(=O)c1cccs1,51,0.1,-1,10,3,7,-4,3
C[C@H](CO)N1C[C@H](C)[C@@H](CN(C)C(=O)c2ccc(F)cc2)Oc2ncc(C3=CCCCC3)cc2C1=O,-29,-0.1,1,0,5,-3,-5,-2
O=[N+]([O-])c1ccc(N2CCN(c3ccccc3F)CC2)nc1,3,0.0,-4,-1,-9,-1,0,-1
CCCNC(=O)Nc1ccc2c(c1)C(=O)N(C)C[C@H](OC)[C@H](C)CN[C@@H](C)CO2,-10,-0.1,-6,-3,-5,1,25,1
Cc1ccc(S(=O)(=O)N(C)C[C@H]2OCCCC[C@H](C)Oc3ccc(NS(=O)(=O)c4cn(C)cn4)cc3C(=O)N([C@@H](C)CO)C[C@@H]2C)cc1,6,0.1,2,2,/,-7,11,46
CN1CCN(CCCNC(=O)Cn2ncc3c4ccccc4n(C)c3c2=O)CC1,-4,-0.2,-2,2,13,-21,6,0
C[C@@H]1CN([C@H](C)CO)C(=O)c2cccc(N(C)C)c2O[C@H]1CN(C)C(=O)Nc1ccc(F)cc1,2,0.2,-5,1,4,-13,5,1
Cc1ncn(-c2ccc(C(=O)Oc3ccccc3)cn2)n1,/,0.2,-8,-2,/,-3,0,/
C[C@@H]1CCCCO[C@H](CN(C)C(=O)C2CCCCC2)[C@H](C)CN([C@@H](C)CO)C(=O)c2cc(NC(=O)NC3CCCCC3)ccc2O1,/,0.2,5,-5,-1,10,-2,2
Cc1nc(/N=C(\N)NC(=O)N2c3ccccc3Sc3ccccc32)nc2ccccc12,2,0.1,/,/,/,10,/,-1
CC(=O)c1ccc(NC(=O)CC2Nc3cccc4cccc(c34)NC2=O)cc1 (configuration not stated),/,0.3,3,-2,/,0,-3,/
CSc1nsc(SCC(=O)Nc2nc3ccc(C)cc3s2)n1,/,0.5,-6,-3,/,-18,1,/
CCn1cc(C(=O)O)c(=O)c2cc(F)c(N3CCN(C(=S)NC(=O)c4ccccc4F)CC3)cc21,12,-0.1,2,1,/,16,-6,/
O=C(NCc1ccccc1Cl)c1ccc(S(=O)(=O)N2CCCC2)cc1,-6,0.0,-3,-1,-9,-12,-5,-1
C[C@@H]1CN([C@H](C)CO)C(=O)c2cccc(NC(=O)Nc3ccc4c(c3)OCO4)c2O[C@H]1CN(C)C(=O)Nc1ccccc1,-12,-1.2,/,/,7,-9,/,-1
C[C@H](CO)N1C[C@H](C)[C@H](CN(C)S(C)(=O)=O)Oc2ccc(NC(=O)CCCCCC(=O)Nc3ccccc3N)cc2CC1=O,3,-0.1,/,-2,4,14,3,1
Cc1cc(C(=O)CN2C(=O)NC3(CCCCC3C)C2=O)c(C)n1Cc1cccs1 (configuration not stated),-6,0.1,/,/,/,-48,/,1
N#C[C@H]1[C@@H](c2ccc(C#CC3(O)CCCC3)cc2)[C@@H](CO)N1C(=O)C1CC1,5,0.0,2,4,-3,0,5,-3
S=C(NCCc1ccccc1)Nc1cnc2ccccc2c1,/,0.0,/,0,-26,-48,-3,/
CSc1c(CC(=O)Nc2ccccc2)n(C)c2ccccc12,-10,0.0,0,-4,19,4,-20,-5
CCCOc1ccc(-c2nc(C#N)c(NCCCn3ccnc3)o2)cc1,12,/,/,/,-2,-16,/,0
COc1ccc(CCNC(=O)CCc2ccccc2)cc1OC,11,0.0,0,/,/,0,-3,1

3 structures from above, ordered by molecular weight, lowest first.
mol,PGC1a acetyl inh,XiGFP reactiv,SIRT5 block,ERAP1 HTS inh,C2C12 statin,LGR2 antag,S100A4 MyoIIA,Cneo AK release
N#C[C@H]1[C@@H](c2ccc(C#CC3(O)CCCC3)cc2)[C@@H](CO)N1C(=O)C1CC1,5,0.0,2,4,-3,0,5,-3
Cc1cc(C(=O)CN2C(=O)NC3(CCCCC3C)C2=O)c(C)n1Cc1cccs1 (configuration not stated),-6,0.1,/,/,/,-48,/,1
CCc1ccccc1Nc1nc(N)nc(COC(=O)CCNS(=O)(=O)c2ccccc2)n1,11,-0.1,-1,-1,/,-4,-3,/

The list is partial; the hit share may differ from the screen's.
